GSIS activator = primary screen for activators of insulin secretion dependent on glucose, INS-1E cells, GLuc reporter luminescence. INS-1E GLuc reporter insulin secretion, 2-3 h. actives 0.61% (n = 370,000). activation, % at 16.6 µM. AID 743287;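 active = lowest replicate activation of at least 40%, so every replicate reaches that level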;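 also: 0% = median of neutral control wells and 100% = median of IBMX positive control wells; some compounds called inactive have numbers as strong as hits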
ARNT TACC3 PPI = disrupts binding between human ARNT and TACC3 | Q9Y6A5 | AlphaScreen His-ARNT PAS-B/GST-TACC3 binding, luminescence; TACC3 fragment carries E629A point mutation | inhibition, % at 9.99 µM | actives 0.66% (n = 390,000);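 active = mean inhibition of replicates at least 50% and at least half of replicates each reaching 50%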;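 also: 0% = complete ARNT plus TACC3 wells and 100% = ARNT alone without TACC3; many hits fall short of the cut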
LGR2 antag = inhibitors of bursicon-induced Drosophila LGR2 receptor cAMP signaling; actives 0.35% (n = 380,000); HEK293 LGR2, CRE-luciferase, bursicon-stimulated, 4 h; inhibition, % at 9.99 µM;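 active = drop in luminescence signal, shown as inhibition above about 50% in the replicate tests, limit read from the data, passing the limit was not always enough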;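 also: agonist challenge used bursicon conditioned medium at about half maximal strength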
PGC1a acetyl inh = lowers PGC1a acetylation signal in U2OS cells; AlphaScreen anti-acetyl-lysine; with virally co-expressed GCN5 acetyltransferase; actives 0.17% (n = 350,000); inhibition, % at 15.6 µM; AID 651687;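 active = every replicate shows inhibition of at least 40%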;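 also: 0% = neutral control wells and 100% = positive control wells; some results beyond the cut were filed as inactive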
PAX8 reporter = inhibitors of PAX8 transcriptional activity in RMG-I cells; RMG-I TPO-luciferase reporter, SteadyGlo, 24 h; inhibition, % at 12.6 µM; actives 1.2% (n = 360,000);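 active = mean replicate inhibition at least 60% with every replicate also reaching 60%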;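 also: luciferase light reporting Pax8 driven TPO promoter activity; plate controls were median of neutral control wells for no effect and mitoxantrone controls for full effect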
C2C12 statin = suppressors of simvastatin-induced myotoxicity in C2C12 myotubes | rescue of ATP level, % at 7.49 µM | ATP luminescence, 48 h; scaled: DMSO 0, geranylgeraniol control 100 | actives 0.78% (n = 330,000) | AID 602340;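 active = mean ATP rescue above about 67%, or every replicate alone reaching that limit, limit read from the data, passing the limit was not always enough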;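 also: myotubes were challenged with 10 µM simvastatin during compound exposure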
Cneo AK release = causes C. neoformans cell lysis; actives 0.2% (n = 360,000); adenylate kinase release luminescence, 4 h; normalised: neutral wells 0, clomiphene wells 100; lysis activity, % at 15 µM;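 active = mean lysis activity across replicates of at least 80%, whatever share of replicates individually reach that level; inactive = mean lysis activity below 80%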
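Material – Cryptococcus neoformans yeast cells · Quantity – 5 × 10^6 yeast cells/mL · Buffer or medium – YPD medium · Compound – single dose · Timing – 4 h static compound exposure, 37 °C, read 1 h post-reagent · Signal – adenylate kinase release luminescence · Read-out basis – lysis from increased AK signal · Benchmarks – Clomiphene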
PglD DTNB = inhibitors of Campylobacter jejuni PglD acetyltransferase; purified PglD enzyme, DTNB colorimetric CoA detection; inhibition, % at 12.5 µM; actives 0.098% (n = 360,000); in the data active = inhibition above about 16%, passing the limit was not always enough; also: strong numbers were not always called active
Starred values were filed as active, the others as inactive.

C[C@H]1CCCCO[C@H](CN(C)C(=O)C2CCCCC2)[C@@H](C)CN([C@@H](C)CO)C(=O)c2cc(NC(=O)C3CCCCC3)ccc2O1 was read as GSIS activator -24, ARNT TACC3 PPI -3, LGR2 antag 5, PGC1a acetyl inh 1, PAX8 reporter 4, Cneo AK release -3 and PglD DTNB -1.
COc1ccc2occ(C(C)=O)c2c1 was read as GSIS activator -10, ARNT TACC3 PPI 11, LGR2 antag -3, PGC1a acetyl inh 2, C2C12 statin -5, Cneo AK release 1 and PglD DTNB 2.
For CCOC(=O)N1CCN(C(=O)c2ccc3c(=O)n(CC4CCCO4)c(=S)[nH]c3c2)CC1 (stereo unspecified) the results were ARNT TACC3 PPI -2, PGC1a acetyl inh 4, PAX8 reporter 17, Cneo AK release 3 and PglD DTNB -8.
O=C1C2C3c4ccccc4C(c4ccccc43)C2C(=O)N1c1nc(-c2ccccc2)cs1 (stereo unspecified) was read as ARNT TACC3 PPI -10, PGC1a acetyl inh -4, PAX8 reporter 25, C2C12 statin 10, Cneo AK release 0 and PglD DTNB 5.
Screening CCC(=O)N1CC(=O)N2[C@H](C1)[C@H](c1ccc(C#CC3CCCCC3)cc1)[C@@H]2CO returned GSIS activator -22, LGR2 antag 12, PGC1a acetyl inh 7 and PAX8 reporter 29.
Screening O=C(C[n+]1ccc(C(=O)c2ccccc2)cc1)Nc1ccc(C(F)(F)F)cc1 returned GSIS activator -16, ARNT TACC3 PPI 5, LGR2 antag 9, PGC1a acetyl inh 5, PAX8 reporter 57, C2C12 statin 1, Cneo AK release -1 and PglD DTNB -3.
`CCc1ccccc1NC(=O)COc1ccc(C(=S)N2CCCC2)cc1` gave GSIS activator 0, ARNT TACC3 PPI -4, LGR2 antag -23 and PAX8 reporter 1.
Screening c1ccc(CCCN2CCN(c3ccccn3)CC2)cc1 returned GSIS activator -4, ARNT TACC3 PPI -2, LGR2 antag -14, PGC1a acetyl inh -1, PAX8 reporter 1, C2C12 statin 6, Cneo AK release -3 and PglD DTNB -2.
For CC(C)(C)OC(=O)C(C)(C)O/N=C(\C(=O)O)c1csc(N)n1 the results were GSIS activator 9, ARNT TACC3 PPI 1, LGR2 antag -25, PGC1a acetyl inh 4 and PAX8 reporter -11.
CC(=O)Nc1ccc(S(=O)(=O)NCc2ccc(C(=O)NCCN3CCCCCC3)cc2)cc1 was read as ARNT TACC3 PPI -1, PGC1a acetyl inh 9, Cneo AK release -4 and PglD DTNB 0.
Screening CCOC(=O)CCNC(=O)N1CCCC(C(=O)c2cccc(OC(C)C)c2)C1 (stereo unspecified) returned GSIS activator 48*, ARNT TACC3 PPI 6, LGR2 antag 10, PAX8 reporter -1, C2C12 statin 12, Cneo AK release 0 and PglD DTNB -2.
Cc1cccc(N2C(=O)CC(N3CCN(c4ccccc4)CC3)C2=O)c1 (stereo unspecified) was read as GSIS activator 9, ARNT TACC3 PPI 2, LGR2 antag 12, PGC1a acetyl inh -7, C2C12 statin -30 and Cneo AK release -1.
For Cc1ccc(C)c(-c2csc(NC(=O)c3c(C)noc3C)n2)c1 the results were GSIS activator 0, ARNT TACC3 PPI -4, LGR2 antag -10, PAX8 reporter 13, C2C12 statin 0, Cneo AK release 2 and PglD DTNB 3.
COc1ccc(S(=O)(=O)N[C@@H]2C=C[C@H](CC(=O)NCCc3ccccc3)O[C@H]2CO)cc1 was read as GSIS activator -10, ARNT TACC3 PPI 7, LGR2 antag 18, PGC1a acetyl inh 7, PAX8 reporter -2, C2C12 statin 10, Cneo AK release -1 and PglD DTNB 2.
Screening Cc1cc(Br)cc(Br)c1OCC(=O)NNC(=O)Nc1ccccc1 returned GSIS activator -5, ARNT TACC3 PPI -2, LGR2 antag 7, PGC1a acetyl inh 10, PAX8 reporter -13, C2C12 statin 4, Cneo AK release -1 and PglD DTNB 6.

6 structures from above, sorted by SMILES length, high to low.
Screening CCC(=O)N1CC(=O)N2[C@H](C1)[C@H](c1ccc(C#CC3CCCCC3)cc1)[C@@H]2CO returned GSIS activator -22, LGR2 antag 12, PGC1a acetyl inh 7 and PAX8 reporter 29.
For CCOC(=O)N1CCN(C(=O)c2ccc3c(=O)n(CC4CCCO4)c(=S)[nH]c3c2)CC1 (stereo unspecified) the results were ARNT TACC3 PPI -2, PGC1a acetyl inh 4, PAX8 reporter 17, Cneo AK release 3 and PglD DTNB -8.
Screening O=C(C[n+]1ccc(C(=O)c2ccccc2)cc1)Nc1ccc(C(F)(F)F)cc1 returned GSIS activator -16, ARNT TACC3 PPI 5, LGR2 antag 9, PGC1a acetyl inh 5, PAX8 reporter 57, C2C12 statin 1, Cneo AK release -1 and PglD DTNB -3.
For CC(C)(C)OC(=O)C(C)(C)O/N=C(\C(=O)O)c1csc(N)n1 the results were GSIS activator 9, ARNT TACC3 PPI 1, LGR2 antag -25, PGC1a acetyl inh 4 and PAX8 reporter -11.
For Cc1ccc(C)c(-c2csc(NC(=O)c3c(C)noc3C)n2)c1 the results were GSIS activator 0, ARNT TACC3 PPI -4, LGR2 antag -10, PAX8 reporter 13, C2C12 statin 0, Cneo AK release 2 and PglD DTNB 3.
`CCc1ccccc1NC(=O)COc1ccc(C(=S)N2CCCC2)cc1` gave GSIS activator 0, ARNT TACC3 PPI -4, LGR2 antag -23 and PAX8 reporter 1.

The listing continues:
For C[C@@H]1CCCCO[C@H](CN(C)Cc2ccc(C(F)(F)F)cc2)[C@H](C)CN([C@@H](C)CO)C(=O)c2cc(N(C)C)ccc2O1 the results were GSIS activator 2, ARNT TACC3 PPI 14, LGR2 antag 4, PGC1a acetyl inh 4, PAX8 reporter -7, Cneo AK release -1 and PglD DTNB 1.
CO[C@@H]1CN(C)C(=O)c2cc(NC(=O)C3CCC3)ccc2OC[C@@H](C)N(Cc2ccncc2)C[C@@H]1C was read as GSIS activator -2, ARNT TACC3 PPI -4, LGR2 antag 2, PGC1a acetyl inh -5, C2C12 statin -8, Cneo AK release -8 and PglD DTNB 3.
Screening O=C(Cc1ccncc1)N[C@@H]1CC[C@@H](CCn2cc(-c3ccccc3F)nn2)O[C@@H]1CO returned GSIS activator -4, ARNT TACC3 PPI -13, LGR2 antag 11, PAX8 reporter -8, C2C12 statin 8, Cneo AK release 2 and PglD DTNB 2.
`O=C(Nc1cccc(-n2cnnn2)c1)c1ccc(OC(F)(F)F)cc1` gave GSIS activator -7, ARNT TACC3 PPI 1, LGR2 antag -3, PGC1a acetyl inh 7, PAX8 reporter 4, C2C12 statin -36, Cneo AK release 2 and PglD DTNB -2.
Screening O=C(NNC(=O)OCc1ccccc1)OCc1ccccc1 returned GSIS activator 20, ARNT TACC3 PPI 0, LGR2 antag -21, PGC1a acetyl inh 8, PAX8 reporter 5, C2C12 statin -2, Cneo AK release -2 and PglD DTNB -1.
For CCc1nc(SCc2ccccn2)c2c(=O)n(C)c(=O)n(C)c2n1 the results were GSIS activator 5, ARNT TACC3 PPI -2, LGR2 antag -7, PGC1a acetyl inh -6, PAX8 reporter 15, C2C12 statin 13, Cneo AK release -1 and PglD DTNB 3.
COc1cccc(NC(=O)N[C@H]2CC[C@@H](CC(=O)NCc3ccncn3)O[C@H]2CO)c1 was read as GSIS activator 7, ARNT TACC3 PPI 2, LGR2 antag 26, PGC1a acetyl inh 3, PAX8 reporter -7, C2C12 statin 4, Cneo AK release -2 and PglD DTNB 0.
Screening Cn1c(SCC(=O)N2CCN(Cc3ccccc3)CC2)nnc1-c1ccncc1 returned ARNT TACC3 PPI -8, PGC1a acetyl inh 11, C2C12 statin 0, Cneo AK release -1 and PglD DTNB 0.
Screening CC(=O)Nc1ccc(NC(=O)c2cccc(S(=O)(=O)N3CCCCCC3)c2)cc1 returned GSIS activator -5, ARNT TACC3 PPI -5, LGR2 antag -2, PGC1a acetyl inh -19, C2C12 statin -13, Cneo AK release -1 and PglD DTNB 0.
For CCC(CC)NC(=O)CSc1ccc(S(=O)(=O)N2CCCCC2)cn1 the results were GSIS activator -6, ARNT TACC3 PPI 4, LGR2 antag 7, PGC1a acetyl inh -8, PAX8 reporter -2, C2C12 statin -5, Cneo AK release -2 and PglD DTNB 4.
C[C@@H]1CCCCO[C@H](CN(C)S(=O)(=O)c2ccc(Cl)cc2)[C@H](C)CN([C@@H](C)CO)C(=O)c2cc(NC(=O)Nc3ccc4c(c3)OCO4)ccc2O1 was read as GSIS activator 4, ARNT TACC3 PPI -4, LGR2 antag 2, PGC1a acetyl inh 2, PAX8 reporter 21, Cneo AK release -11 and PglD DTNB 0.
COc1ccc(NC(=O)CN(C)S(=O)(=O)c2cccs2)cc1 was read as GSIS activator 2, ARNT TACC3 PPI 3, LGR2 antag 22, PGC1a acetyl inh 0, C2C12 statin 3, Cneo AK release 1 and PglD DTNB 0.
CCCC(=O)N(c1ccc(OCC)cc1)S(=O)(=O)c1ccc2c3c(cccc13)C(=O)N2C was read as GSIS activator -2, ARNT TACC3 PPI 12, LGR2 antag 8, PAX8 reporter -6, C2C12 statin -2, Cneo AK release 8 and PglD DTNB 2.
Cc1c(Cl)cccc1NC(=O)C1C2C=CC(C2)C1C(=O)O (stereo unspecified) was read as GSIS activator 0, ARNT TACC3 PPI 6, LGR2 antag -5, PGC1a acetyl inh -4, PAX8 reporter 29, C2C12 statin 6, Cneo AK release 6 and PglD DTNB 5.
Screening O=c1c2ccccc2nc(COc2ccccc2)n1/N=C/c1cn[nH]c1-c1ccccc1 returned ARNT TACC3 PPI -6, LGR2 antag 46, PAX8 reporter 18, C2C12 statin -6, Cneo AK release 0 and PglD DTNB -1.
For CN1/C(=C\C=N\NC(=O)c2cccnc2)C(C)(C)c2ccccc21 the results were GSIS activator -50, ARNT TACC3 PPI 3, LGR2 antag 0, PAX8 reporter 5 and C2C12 statin -3.
Screening CC1CN(S(=O)(=O)c2cccc(C(=O)N(Cc3nnc(-c4ccccc4Cl)o3)C3CC3)c2)CC(C)O1 (stereo unspecified) returned GSIS activator -6, ARNT TACC3 PPI -1, LGR2 antag 0, PGC1a acetyl inh -3, PAX8 reporter -4, C2C12 statin -13, Cneo AK release 0 and PglD DTNB 3.
For COc1ccc(C(=O)N/C(=C/c2ccc(Cl)cc2)C(=O)NCc2ccncc2)cc1 the results were GSIS activator -22, ARNT TACC3 PPI 5, LGR2 antag -15, PGC1a acetyl inh 7, PAX8 reporter 9, C2C12 statin 9, Cneo AK release -2 and PglD DTNB 1.
For O=C(COc1cccc2ccccc12)NNC(=O)Nc1ccccc1 the results were GSIS activator -17, ARNT TACC3 PPI -2, LGR2 antag -5, PGC1a acetyl inh -8, C2C12 statin 10, Cneo AK release -2 and PglD DTNB 3.
Screening COc1ccc(Br)cc1-c1nc(C)c(C(C)=O)n1O returned GSIS activator 39, ARNT TACC3 PPI 0, LGR2 antag 3, PGC1a acetyl inh -18, C2C12 statin -1, Cneo AK release 4 and PglD DTNB 0.
`NC(=O)C1CCN(C(=O)/C=C/c2cc(Br)ccc2F)CC1` gave GSIS activator 7, ARNT TACC3 PPI -1, LGR2 antag -1, PGC1a acetyl inh -3, PAX8 reporter -25, C2C12 statin 11, Cneo AK release 2 and PglD DTNB 4.

Screening data: PubChem BioAssay, Broad Institute

Not a hit list. About 2.9% of those tested had a hit in this group.
